Peg3 prom inh: Peg3 promoter-driven luciferase inhibitors, primary screen, cell-based, HeLa, luciferase luminescence. HeLa PEG-Prom luciferase reporter, overnight. inhibition, % at 20 µM. actives 1.7% (n = 360,000). AID 588405, 2011;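 active = inhibition of at least 50% at 20 µM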
m5-HT2A agonist: mouse Htr2a agonists via beta-arrestin recruitment, primary screen, cell-based, luminescence; actives 0.66% (n = 360,000); activation, % at 7.6 µM; CHO-K1 mHTR2A beta-arrestin complementation; percent of 30 µM serotonin response; 5-hydroxytryptamine receptor 2A (Mus musculus), P35363;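 active = activation above a run cutoff, the mean activation of all tested compounds plus 3 SD, cut at about 14% in these data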;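 also: 0% = plate median of compound wells and 100% = 30 µM serotonin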
Target sequence (P35363 whole entry, looked up): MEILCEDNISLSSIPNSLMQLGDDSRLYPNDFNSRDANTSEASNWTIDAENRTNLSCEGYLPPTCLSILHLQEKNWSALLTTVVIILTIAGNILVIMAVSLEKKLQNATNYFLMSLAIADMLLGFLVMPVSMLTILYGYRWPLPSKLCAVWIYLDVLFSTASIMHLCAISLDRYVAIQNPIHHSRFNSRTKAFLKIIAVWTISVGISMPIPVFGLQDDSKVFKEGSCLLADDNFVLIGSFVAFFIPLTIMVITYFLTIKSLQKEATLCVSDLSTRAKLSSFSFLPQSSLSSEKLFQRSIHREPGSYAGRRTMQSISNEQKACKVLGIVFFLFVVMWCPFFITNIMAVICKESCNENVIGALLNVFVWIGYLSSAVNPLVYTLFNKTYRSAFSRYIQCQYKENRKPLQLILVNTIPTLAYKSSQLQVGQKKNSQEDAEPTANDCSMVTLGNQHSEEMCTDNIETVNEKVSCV
iPSC survival up: enhancers of single-cell hiPSC survival, primary screen, ATPlite luminescence; survival enhancement, % at 20 µM; AID 602274, 2012; actives 0.044% (n = 360,000); 100% = ROCK inhibitor wells, 0% = DMSO; in the data active = survival enhancement above about 18%;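 also: cells exposed to compounds for 16 hours before the ATP read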
MITF TRPM1 inh: inhibitors of MITF-dependent TRPM1 promoter reporter, primary screen, cell-based, SK-MEL-5, single point, luciferase. SK-MEL-5 TRPM1 promoter luciferase, 24 h. inhibition, % at 12.5 µM. actives 0.83% (n = 330,000). AID 488899, 2010;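 active = mean inhibition across replicates of 60% or more, whatever share of single replicates reaches that level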; also: values of inactives mirror those of a sister screen read the other way
Shn3 inh set2: reduction of Shn3 3'UTR firefly luciferase signal, primary screen, Schnurri-3 inhibitor project, cell-based, Clone20 osteoblasts, set 2; actives 0.52% (n = 360,000); inhibition, % at 12.5 µM; AID 588674, 2011; Clone20 osteoblast Shn3 3'UTR firefly luciferase, 24 h;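 active = mean inhibition of at least 75% with every replicate also reaching 75%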;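 also: 0% = median of neutral control wells and 100% = pilot-screen positive control compound; some compounds past the cut are filed as inactive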
NR2E3 ag-1: NR2E3 agonists in two-hybrid cells, primary screen, cell-based, luminescence, CHO-S, Gal4-NCOR/VP16-NR2E3. Photoreceptor-specific nuclear receptor (Homo sapiens), Q9Y5X4. luciferase. inhibition of corepressor binding, % at 3.98 µM. actives 0.35% (n = 360,000). AID 602229, 2012;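 active = inhibition above the mean of all tested compounds plus 3 SD, cut at about 70% in these data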;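 also: 0% = DMSO with NR2E3 transfected cells and 100% = cells lacking NR2E3 construct; higher means lower luciferase signal from less NR2E3 corepressor binding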
NR2E3 ag-2: inhibitors of NR2E3-RetCOR corepressor binding, primary screen, NR2E3 agonist project, biochemical, TR-FRET, GST-NR2E3, biotin-RetCOR. Photoreceptor-specific nuclear receptor (Homo sapiens), Q9Y5X4. 1536-well. AID 2300, 2010. inhibition of corepressor binding, % at 4.78 µM. actives 0.12% (n = 320,000);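 active = percent inhibition above the cutoff of mean plus 3 SD of all tested compounds, set per screening campaign, cut at about 20% in these data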;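 also: 0% = DMSO wells and 100% = biotin wells as full block of FRET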
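Test system: GST-NR2E3 and biotin-RetCOR proteins | Quantity: 1.35 nM GST-tagged NR2E3 final | Medium: Tris pH 7.5 | Also added: 7 nM biotin-RetCOR | Dosing: Compound at 4.8 µM, single dose | Timing: 5 h at 4 °C | Detection: Time-resolved FRET | Read-out basis: Percent inhibition | Benchmarks: Biotin wells as high control, 0.6% DMSO wells as low control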
CaV13 ICDI inh: Primary screen for inhibitors of IQ motif and Ca2+-dependent inactivation inhibitor domain binding in CACNA1D, Förster resonance energy transfer in living cells, …. inhibition, % at 12.3 µM. HEK cells, CFP/YFP FRET ICDI-IQ, plate reader, 10 min; percent FRET-ratio fall versus neutral wells. AID 743397. actives 0.098% (n = 340,000);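 active = mean replicate inhibition of at least 30% and at least 1% of replicates passing that level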;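 also: 0% = median of the neutral control wells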
HIF-2a inh: HIF-2a reporter inhibitors, primary screen, luminescence, 786-0 RCC cells; 786-0 RCC cells HIF-2a reporter, luciferase luminescence, overnight; inhibition, % at 18.8 µM; actives 0.72% (n = 360,000);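 active = inhibition of the luminescence signal of 40% or more relative to plate controls, in a single-dose primary screen at 18.75 µM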
Cardio protect: cardioprotection against H2O2-induced cell death, primary screen, uHTS, H9c2 cells, ATPLite luminescence; actives 0.63% (n = 360,000); H9c2 cardiomyocytes, H2O2 injury protection, 2 h; protection from H2O2 cell death, % at 20 µM;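 active = compounds giving at least 50% protection of heart cells from peroxide-induced death in the single-dose screen, raw or plate-pattern-corrected value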;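 also: 0% = DMSO wells with peroxide and 100% = DMSO wells without peroxide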
PDI turbidity: inhibitors of human PDI, primary screen, biochemical, turbidity, single point, plate reader | Protein disulfide-isomerase (Homo sapiens), P07237 | inhibition, % at 10 µM | actives 0.052% (n = 350,000) | AID 588391, 2011 | PDI insulin aggregation turbidity, A650, 90 min;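 active = mean inhibition across replicates of 30% or more, whatever share of single replicates reach that level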;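 also: absorbance from insulin aggregation driven by PDI reduction with DTT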
An asterisk follows results filed as active; . = no result given.

Compound	Peg3 prom inh	m5-HT2A agonist	iPSC survival up	MITF TRPM1 inh	Shn3 inh set2	NR2E3 ag-1	NR2E3 ag-2	CaV13 ICDI inh	HIF-2a inh	Cardio protect	PDI turbidity
COc1ccc(Cc2nc3ccc(C(=O)NCC(C)(C)OC)cc3o2)cc1	-260.0	3.7	0.0	-97.8	-98.4	-124.6	5.5	-19.8	-265.1	5.8	-4.7
CN(CC(=O)Nc1ccccc1C(F)(F)F)C(=O)COc1ccccc1Cc1ccccc1	28.4	2.7	-0.2	-6.7	5.7	15.3	5.7	-5.5	7.9	-1.1	3.0
Cc1ccc(NC2=NCC(Cc3ccc(Br)cc3)S2)cc1 (stereo unspecified)	-6.4	-6.1	-1.7	11.7	28.4	-16.1	-1.7	-0.8	-28.5	-9.3	8.5
O=C(NCC(=O)N1CCCCCCC1)c1ccc(Br)o1	-39.7	9.0	0.0	-14.8	-31.9	-25.7	-1.4	-2.0	-35.4	0.9	-5.0
Cc1ccc(C(=O)Nc2nccc(C)n2)cc1	-25.3	2.3	-0.4	-2.3	-6.9	-1.4	3.6	-8.2	-46.0	-0.1	-5.3
Cc1cc(C)n2c(NC3CCCCC3)c(-c3cccnc3)nc2n1	.	-0.6	0.6	.	.	-12.8	.	-10.8	-8.3	.	.
O=[N+]([O-])c1ccc(C(O)CSC(=S)N2CCCCC2)cc1 (stereo unspecified)	-291.5	0.3	1.4	-46.1	-50.8	-113.1	-5.0	-5.4	-251.9	-6.6	9.1
O=C(c1ccccc1NS(=O)(=O)c1cccc([N+](=O)[O-])c1)N1CCOCC1	8.9	-1.7	-2.2	2.7	-2.8	-15.6	1.8	-7.5	18.0	2.4	-5.6
COc1cccc(C(=O)Nc2ccc(C(=O)c3ccncc3)cc2)c1	-33.8	-3.6	-0.4	10.2	-14.3	26.9	0.7	-3.9	-21.7	-3.8	-4.4
Cc1ccc(N2CC(C(=O)Nc3nnc(SCC(=O)Nc4cc(C)on4)s3)CC2=O)cc1 (stereo unspecified)	17.1	3.1	1.2	-3.5	1.2	-17.9	-1.5	-3.0	3.7	3.6	-2.9
COc1ccc(N(C(=O)CNC(=O)c2ccco2)C(C(=O)NCC2CCCO2)c2ccccc2)cc1Cl (stereo unspecified)	-10.3	-3.9	0.3	-3.7	7.6	-5.0	4.3	-3.1	6.4	-0.3	-2.6
CCCNC(=O)C1(C)CCCN(C(=O)C2(c3ccc(Cl)cc3)CCCC2)C1 (stereo unspecified)	9.3	-4.4	-2.6	.	10.1	-18.1	.	-5.1	5.3	6.2	6.0
Cc1cc(C(=O)N/N=C/c2c3ccccc3cc3ccccc23)n[nH]1	3.7	-7.6	-0.6	19.9	1.6	-33.7	0.3	-8.4	-38.9	5.1	-3.7
COc1ccccc1/C=C/C=N/N1CCN(Cc2ccc(Cl)cc2)CC1	13.8	-2.0	-2.2	2.3	18.4	-28.4	-0.2	-3.3	13.3	-8.0	-1.9
CCCCc1c(O)nc(SCC(=O)O)[nH]c1=O	4.3	0.2	3.0	6.9	14.9	-4.2	1.8	-5.1	12.3	2.4	-4.6
CN(/N=C/c1ccc(O)cc1O)c1ncc(C(F)(F)F)cc1Cl	-24.7	-1.9	-0.5	1.5	-6.7	8.7	1.9	-1.8	0.1	-21.2	-6.5
CCOCCCNC(=O)C1CCN(S(=O)(=O)N2CCCC2)CC1	7.5	-3.6	-0.4	-0.8	7.7	-41.8	-2.0	1.0	5.6	6.4	8.9
Cc1cc(-c2ccccc2)n(-c2ccc(C(N)=O)cc2)n1	1.7	-3.9	-0.5	-2.0	-9.0	7.3	1.8	-6.4	21.0	-3.9	10.8
O=c1c2ccccc2cnn1Cc1n[nH]c(=S)n1-c1ccc(F)c(Cl)c1	-3.6	-4.4	-0.4	-9.1	7.7	2.1	-2.9	-2.4	15.4	4.0	-7.9
Clc1ccc(-c2nnc3n2CCCCC3)cc1	-64.2	-4.9	-0.6	-6.2	2.8	-6.1	-1.8	-5.0	-54.6	5.2	-1.5
O=C(COC(=O)CNC(=O)C1CCCCC1)Nc1ccc2ccccc2c1	-27.4	3.1	3.6	-4.8	10.3	-21.2	2.3	-4.7	-35.7	-5.7	1.8
Fc1c(F)c(F)c(CSc2nc3ccccc3[nH]2)c(F)c1F	-94.8	-3.9	-0.7	-25.3	-22.6	-52.8	-2.2	-3.3	-172.1	1.3	-3.8
Cc1[nH]c(C)c(S(=O)(=O)N2CCN(c3cccc(Cl)c3)CC2)c1C(=O)N1CCCC1	-3.7	-1.1	-0.6	1.5	-2.6	6.7	3.6	-5.0	1.7	-4.1	5.9
CCOC(=O)c1c(C)[nH]c(C(=O)C(C)OC(=O)c2cnc(C)cn2)c1C (stereo unspecified)	30.5	1.8	-0.3	11.1	9.9	4.0	0.1	-2.2	4.2	-8.7	0.5

Compound profiles, from the list above:
Entry for Clc1ccc(-c2nnc3n2CCCCC3)cc1 → Peg3 prom inh = -64.2; m5-HT2A agonist = -4.9; iPSC survival up = -0.6; MITF TRPM1 inh = -6.2; Shn3 inh set2 = 2.8; NR2E3 ag-1 = -6.1; NR2E3 ag-2 = -1.8; CaV13 ICDI inh = -5.0; HIF-2a inh = -54.6; Cardio protect = 5.2; PDI turbidity = -1.5
Entry for CCOCCCNC(=O)C1CCN(S(=O)(=O)N2CCCC2)CC1 → Peg3 prom inh = 7.5; m5-HT2A agonist = -3.6; iPSC survival up = -0.4; MITF TRPM1 inh = -0.8; Shn3 inh set2 = 7.7; NR2E3 ag-1 = -41.8; NR2E3 ag-2 = -2.0; CaV13 ICDI inh = 1.0; HIF-2a inh = 5.6; Cardio protect = 6.4; PDI turbidity = 8.9
